SMARCA2 activ = SMARCA2 function activation, primary screen. activation, % at 9.1 µM. MG213 cells, MMTV-luciferase reporter, dexamethasone, overnight. AID 652017. 1% of 370,000 active; in the data active = activation above about 7.8%;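 also: 0% = vehicle wells and 100% = reference activator wells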
HTRA1 inh = HTRA1 (human) protease inhibition; Q92743; recombinant HTRA1, FP-rhodamine activity-based probe, fluorescence polarization; inhibition, % at 5.96 µM; 0.5% of 340,000 active; AID 504803; in the data active = inhibition above about 36%;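 also: 0% = enzyme with DMSO and 100% = wells lacking enzyme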
mABHD4 FP = ABHD4 (mouse) inhibition, primary FP screen | purified mABHD4, FP-Rh probe fluorescence polarization | Q8VD66 | inhibition, % at 8.92 µM | AID 720543 | 0.54% of 370,000 active;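 active = inhibition exceeding the mean over every tested compound plus 3 SD, cut at about 30% in these data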;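 also: 0% = plate median of compound wells and 100% = S159A mutant with DMSO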
Target sequence (Q8VD66 whole entry, looked up): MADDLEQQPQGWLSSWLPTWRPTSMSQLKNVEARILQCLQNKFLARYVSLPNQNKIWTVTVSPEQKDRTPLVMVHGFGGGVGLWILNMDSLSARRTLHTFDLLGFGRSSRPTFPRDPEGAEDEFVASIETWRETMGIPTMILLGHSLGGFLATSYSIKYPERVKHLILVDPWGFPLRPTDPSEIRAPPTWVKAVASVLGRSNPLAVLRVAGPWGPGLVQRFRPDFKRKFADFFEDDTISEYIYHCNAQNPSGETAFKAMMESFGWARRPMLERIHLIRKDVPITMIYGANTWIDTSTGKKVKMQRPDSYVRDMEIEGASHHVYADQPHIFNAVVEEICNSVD
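System: mouse ABHD4 enzyme, wild type / Medium: HEPES pH 7.0, NaCl, Pluronic buffer / Reagent: FP-Rh activity-based fluorescent probe / Control set: S159A mutant high control, sample median low control / Detection: fluorescence polarization with parallel and perpendicular emission, 525/598 nm / Schedule: 45 min + 60 min at 25 °C / Compound dosing: 8.92 µM, single dose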
GC-B act = GC-B (human) receptor activation; P20594; HEK293-GC-B cells, CNP EC30, cGMP TR-FRET; 0% at EC30 CNP, 100% saturating CNP; activation, % at 10 µM; 0.11% of 370,000 active;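 active = activation at 10 µM reaching about 35% in either raw or pattern-adjusted values, limit read from the data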
PG9 Ab binder = PG9 antibody binding by small molecule; TR-FRET gp120-PG9 antibody binding; inhibition, % at 6.7 µM; 0.43% of 360,000 active; in the data active = inhibition above about 8.5%
NPR1 activator = GC-A (human) enzyme activation | P16066 | 0.14% of 370,000 active | activation, % at 10 µM | HEK293 GC-A cells, cGMP TR-FRET, EC30 ANP; 0% at EC30 ANP, 100% saturating ANP; in the data active = activation above about 40%
rCAG RNA binder = binds r(CAG) RNA repeats; r(CAG) RNA repeat, TO-PRO-1 dye displacement fluorescence; 1.3% of 370,000 active; inhibition, % at 3 µM;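 active = inhibition above the plate cutoff, the mean of all test compounds on that plate plus 3 SD, cut at about 35% in these data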;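 also: 0% = DMSO alone and 100% = 100 µM mitoxantrone as full dye displacement; higher means more dye released from RNA so lower well fluorescence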
ASAP1 GAP inh = ASAP1 ArfGAP inhibition; inhibition, % at 16.5 µM; ASAP1-stimulated ARF1 GTP hydrolysis, GDP FP detection; 0.19% of 360,000 active; in the data active = inhibition above about 25%;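 also: 0% = vehicle with enzyme and substrate and 100% = no enzyme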
NR1D1 modulator = Rev-erb alpha (human) modulation | P20393 | Rev-erbα–FITC-DNA binding, fluorescence polarization, 90 min | activity, % at 10 µM | 0.79% of 370,000 active;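 active = activity above about 14%, limit read from the data; passing the limit was not always enough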;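 also: 0% = DMSO wells with 35 nM protein and 100% = DMSO wells with 750 nM protein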
Target sequence (P20393 whole entry, looked up): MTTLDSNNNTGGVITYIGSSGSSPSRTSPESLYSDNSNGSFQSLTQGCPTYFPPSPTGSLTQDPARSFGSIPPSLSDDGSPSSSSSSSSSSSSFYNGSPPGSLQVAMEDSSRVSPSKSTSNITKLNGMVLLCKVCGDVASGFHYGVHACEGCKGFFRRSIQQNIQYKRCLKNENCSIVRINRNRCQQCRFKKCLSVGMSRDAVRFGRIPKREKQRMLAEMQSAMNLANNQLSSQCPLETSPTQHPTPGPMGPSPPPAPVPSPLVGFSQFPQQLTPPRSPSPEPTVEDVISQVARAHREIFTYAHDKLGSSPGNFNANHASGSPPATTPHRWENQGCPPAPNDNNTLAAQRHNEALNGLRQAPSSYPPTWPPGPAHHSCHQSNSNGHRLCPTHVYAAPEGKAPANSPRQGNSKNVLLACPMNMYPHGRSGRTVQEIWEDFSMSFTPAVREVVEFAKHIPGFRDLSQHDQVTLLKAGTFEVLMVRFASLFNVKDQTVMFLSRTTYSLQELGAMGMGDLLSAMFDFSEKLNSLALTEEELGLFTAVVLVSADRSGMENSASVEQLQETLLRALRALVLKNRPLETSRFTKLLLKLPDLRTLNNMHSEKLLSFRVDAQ
ARFGAP1 inh = inhibitors of rat ARFGAP1; Q62848; Arfgap1-stimulated ARF1 GTP hydrolysis, GDP FP detection; inhibition, % at 16.5 µM; 0.26% of 360,000 active; AID 651572;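 active = inhibition above a per-plate limit, mean inhibition of low control wells plus 3 SD, cut at about 25% in these data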;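 also: 0% = DMSO wells with enzyme and 100% = wells lacking Arfgap1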
Target sequence (Q62848 1-136 limits assumed): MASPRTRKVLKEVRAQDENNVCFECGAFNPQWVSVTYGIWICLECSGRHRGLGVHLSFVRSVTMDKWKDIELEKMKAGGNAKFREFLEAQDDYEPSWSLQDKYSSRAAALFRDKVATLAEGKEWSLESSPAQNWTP
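material = rat Arfgap1 catalytic domain, aa 1-136 | also added = human ARF1(Δ1-17)-GTP substrate | compound dosing = one concentration, 16.5 µM, DMSO 1.26% | times = GTP hydrolysis reaction 2 h at 25 °C | measured by = FP, GDP Alexa 633 tracer displaced from anti-GDP antibody, 620/688 nm | evaluation = percent inhibition of Arfgap1-stimulated GTP hydrolysis | replication = single well per compound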
An asterisk follows results filed as active; · = not tested or not shown.

Assay codes – A = SMARCA2 activ; B = HTRA1 inh; C = mABHD4 FP; D = GC-B act; E = PG9 Ab binder; F = NPR1 activator; G = rCAG RNA binder; H = ASAP1 GAP inh; I = NR1D1 modulator; J = ARFGAP1 inh
Cc1cccn(Cc2c(Cl)cccc2Cl)c1=O
  A = -4	B = ·	C = 4	D = -6	E = 1.3	F = 1	G = -1	H = 4	I = 1	J = 9

CCOc1ccc(S(=O)(=O)N(CC(=O)N/N=C/c2ccc(-c3ccc([N+](=O)[O-])cc3)o2)c2ccccc2)cc1
  A = -1	B = -7	C = 6	D = 1	E = 3.2	F = -8	G = 33	H = 3	I = -11	J = -3

COc1cccc(CNC(=O)CCC(=O)N2Cc3cccc(OC)c3Oc3ncccc32)c1OC
  A = 3	B = 6	C = 4	D = -1	E = -0.7	F = 3	G = -2	H = 18	I = -1	J = 0

COc1ccc(C(=O)N2CCCC(CCC(=O)N3CCN(c4ccccn4)CC3)C2)cc1 (stereo unspecified)
  A = -2	B = 3	C = -1	D = 0	E = -2.5	F = 1	G = -9	H = -7	I = -2	J = 0

COc1ccc(OCc2nnc(SCC(=O)NC3CCCCC3)o2)cc1
  A = -1	B = 7	C = 1	D = -2	E = 2.4	F = -2	G = -2	H = -4	I = 7	J = -11

COc1ccc(NC(=O)CCNC(=O)N2CC(=O)Nc3ccccc32)cc1OC
  A = -6	B = 9	C = 5	D = 7	E = -0.8	F = 4	G = 0	H = -11	I = -4	J = 2

Cc1ccc(-c2noc(-c3ccccc3C(=O)N3CCCC3)n2)cc1
  A = 0	B = -4	C = -8	D = -11	E = -0.8	F = -9	G = -4	H = -2	I = 2	J = 2

CC(C(=O)Nc1ccccc1Cl)N(c1ccccc1)S(C)(=O)=O (stereo unspecified)
  A = -2	B = 2	C = 1	D = -3	E = 0.4	F = -2	G = -4	H = -14	I = 0	J = -9

CCc1ccc(S(=O)(=O)Nc2cc3c(cc2N2CCCCC2)n(C)c(=O)c(=O)n3C)cc1
  A = -2	B = 2	C = 6	D = -7	E = -0.2	F = -6	G = -1	H = 0	I = -1	J = 10

CCC(C(=O)NCc1ccco1)n1nc(C)c2c(C)n(-c3ccccc3)nc2c1=O (stereo unspecified)
  A = 0	B = 1	C = -8	D = -4	E = 1.4	F = -6	G = -4	H = -6	I = 0	J = 1

CCS(=O)(=O)N1CCCC(C(=O)Oc2ccc(Br)cc2)C1 (stereo unspecified)
  A = -1	B = 10	C = 0	D = -10	E = 0.3	F = 3	G = -4	H = -15	I = 2	J = 7

CC1(C)Cc2ccccc2-c2nnc(-c3ccccn3)n21
  A = 0	B = -2	C = -1	D = -6	E = -0.3	F = 0	G = -1	H = 17	I = 6	J = 15

NC1=NC2(CCN(Cc3ccccc3)CC2)n2c(nc3ccccc32)N1
  A = -2	B = -1	C = -1	D = 3	E = -0.6	F = 0	G = 2	H = 5	I = 7	J = -1

Cc1cccc(C(=O)NCC(=O)OCC(=O)c2ccc(C)s2)c1
  A = -1	B = 0	C = 1	D = 4	E = -1.6	F = 3	G = 2	H = -5	I = 0	J = 10

CCCCC(=O)NC(c1ccc([N+](=O)[O-])cc1)c1c(O)ccc2ccccc12 (stereo unspecified)
  A = -4	B = -30	C = -29	D = -6	E = -1.3	F = -5	G = 8	H = 1	I = -8	J = 5

Carrying on:
Assay codes – A = SMARCA2 activ; B = HTRA1 inh; C = mABHD4 FP; D = GC-B act; E = PG9 Ab binder; F = NPR1 activator; G = rCAG RNA binder; H = ASAP1 GAP inh; I = NR1D1 modulator; J = ARFGAP1 inh
COc1cc2c(cc1OC)n(CC(=O)NC1CCCCCC1)n1c(C)cc(=O)nc21
  A = -2	B = 7	C = 1	D = -2	E = 2.4	F = 0	G = 5	H = 8	I = -6	J = -1

O=C(NNC1CC(=O)N(c2ccc(Cl)cc2)C1=O)c1ccccc1Cl (stereo unspecified)
  A = 0	B = -1	C = 2	D = 4	E = 0.9	F = 2	G = 4	H = 2	I = 1	J = 14

O=S1(=O)c2c(cccc2N2CC[C@H](O)C2)OCCCN1C1CC1
  A = 0	B = ·	C = 3	D = 3	E = ·	F = -1	G = 5	H = ·	I = 2	J = ·

CN(C)S(=O)(=O)c1cccc(NC(=O)COC(=O)c2ccc3c(c2)OCO3)c1
  A = 0	B = -9	C = -9	D = 2	E = -0.2	F = 1	G = 3	H = 8	I = 2	J = -2

O=C(CSc1nnc(-c2ccccc2)n1-c1ccccc1)NN=C/C=C\c1ccccc1[N+](=O)[O-]
  A = -7	B = ·	C = 0	D = -11	E = ·	F = -7	G = 5	H = ·	I = -6	J = ·

O=C(Nc1ccc(Br)cc1F)C1CCCN(S(=O)(=O)c2cnc[nH]2)C1 (stereo unspecified)
  A = -1	B = -1	C = -9	D = -3	E = -1.3	F = 0	G = 1	H = -10	I = 12	J = 10

CC1CCN(c2ccccc2NC(=S)NC(=O)c2ccco2)CC1
  A = 1	B = -33	C = -5	D = -5	E = -0.9	F = 3	G = 3	H = 5	I = 6	J = -6

O=[N+]([O-])c1nccn1C1C=CC(O)C(CO)O1 (stereo unspecified)
  A = -2	B = ·	C = 10	D = 1	E = -1.5	F = 2	G = 0	H = -10	I = -5	J = 4

CC1=NC2(CCCc3c2no[n+]3[O-])N(O)C1(C)C (stereo unspecified)
  A = 0	B = -5	C = 9	D = 1	E = 0.6	F = 3	G = -3	H = -4	I = -1	J = -5

O=C(NCC(=O)N(c1ccc(Cl)cc1)C(C(=O)NC1CCCC1)c1cccnc1)c1ccco1 (stereo unspecified)
  A = -2	B = -3	C = 1	D = -5	E = -0.2	F = -4	G = -7	H = -4	I = -4	J = 6

CC1=NN(c2ccccc2)C(=O)/C1=C/C=C/c1ccccc1
  A = -1	B = 3	C = 17	D = -6	E = -2.6	F = 0	G = 5	H = -6	I = 6	J = -15

COC(=O)[C@H](Cc1ccc(O)cc1)NC(=O)Cn1cnc(C(=O)Nc2ccc(C)c(C)c2)n1
  A = 2	B = 4	C = -5	D = -4	E = 1.0	F = 6	G = 3	H = -5	I = 3	J = 23

Cc1cccn2c(=O)c3cc(C(=O)NC4CCCC4)sc3nc12
  A = 0	B = -9	C = 2	D = 3	E = 1.2	F = 11	G = 2	H = 8	I = -1	J = -7

Cc1ccccc1N1CCN(C2CCCN(C(=O)c3cc[n+]([O-])cc3)C2)CC1 (stereo unspecified)
  A = 2	B = 5	C = 2	D = 1	E = -1.9	F = 2	G = -3	H = -14	I = 3	J = -5

Cc1ccc(C(=O)NNC(=O)c2cccc(S(=O)(=O)N3CCOCC3)c2)cc1
  A = -3	B = 3	C = 3	D = 3	E = 0.9	F = -3	G = 4	H = 4	I = -9	J = -5

Exported with each value named: entries from further up
O=C(Nc1ccc(Br)cc1F)C1CCCN(S(=O)(=O)c2cnc[nH]2)C1 (stereo unspecified)
  SMARCA2 activ: -1
  HTRA1 inh: -1
  mABHD4 FP: -9
  GC-B act: -3
  PG9 Ab binder: -1.3
  NPR1 activator: 0
  rCAG RNA binder: 1
  ASAP1 GAP inh: -10
  NR1D1 modulator: 12
  ARFGAP1 inh: 10
O=C(NNC1CC(=O)N(c2ccc(Cl)cc2)C1=O)c1ccccc1Cl (stereo unspecified)
  SMARCA2 activ: 0
  HTRA1 inh: -1
  mABHD4 FP: 2
  GC-B act: 4
  PG9 Ab binder: 0.9
  NPR1 activator: 2
  rCAG RNA binder: 4
  ASAP1 GAP inh: 2
  NR1D1 modulator: 1
  ARFGAP1 inh: 14
CC1=NN(c2ccccc2)C(=O)/C1=C/C=C/c1ccccc1
  SMARCA2 activ: -1
  HTRA1 inh: 3
  mABHD4 FP: 17
  GC-B act: -6
  PG9 Ab binder: -2.6
  NPR1 activator: 0
  rCAG RNA binder: 5
  ASAP1 GAP inh: -6
  NR1D1 modulator: 6
  ARFGAP1 inh: -15

The list continues.
Assay codes – A = SMARCA2 activ; B = HTRA1 inh; C = mABHD4 FP; D = GC-B act; E = PG9 Ab binder; F = NPR1 activator; G = rCAG RNA binder; H = ASAP1 GAP inh; I = NR1D1 modulator; J = ARFGAP1 inh
CN(C(=O)c1cccc(NC(=O)C2CCN(C(=O)OC(C)(C)C)CC2)c1)C1CCCCC1
  A = 0	B = -3	C = 7	D = -17	E = -0.6	F = -3	G = -7	H = -11	I = -3	J = 6

Cc1noc(C)c1COc1ccccc1C(=O)N1CCN(S(=O)(=O)c2cccc([N+](=O)[O-])c2)CC1
  A = -2	B = 1	C = 0	D = -7	E = 2.5	F = 0	G = 2	H = -2	I = 4	J = 5

C#Cc1ccc([C@H]2C=C(C(=O)O)O[C@@H](OCCCCO)C2)cc1
  A = 1	B = -6	C = 0	D = 8	E = 0.1	F = 3	G = 6	H = 8	I = 1	J = 0

CCN1C(=O)[C@H]2[C@@H](c3ccc(-c4ccccc4)c(OC)c3)N[C@@](CC(C)C)(C(=O)OC)[C@H]2C1=O
  A = 0	B = -20	C = -32	D = 1	E = 1.5	F = -3	G = 7	H = 9	I = 4	J = 3

Cn1cccc1CNC1CCCCC1
  A = -1	B = 1	C = -2	D = -1	E = -0.4	F = 0	G = -3	H = 2	I = 1	J = -5

CCOC(=O)Cc1nn(Cc2ccc(Cl)cc2)c(=O)c2ccccc12
  A = 8.8*	B = -2	C = -6	D = 2	E = -2.9	F = 4	G = 0	H = 5	I = 0	J = 4

CC(=O)c1ccc(OCCCC(=O)NCCc2ccccc2)cc1
  A = 1	B = -2	C = 2	D = -11	E = -2.3	F = 4	G = -6	H = -1	I = 5	J = 9

O=C(NNC(=O)c1ccccc1Cl)c1ccccc1Cl
  A = -1	B = 1	C = -2	D = 5	E = -0.2	F = 1	G = 9	H = 0	I = -1	J = -11

CC(COc1ccc(S(C)(=O)=O)cc1)CN1CCC(C(O)(c2ccccc2)c2ccccc2)CC1 (stereo unspecified)
  A = -1	B = ·	C = -3	D = -20	E = ·	F = -18	G = 1	H = ·	I = 1	J = ·

Cc1ccccc1OCc1nc(-c2ccc(-n3cccc3)cc2)no1
  A = 1	B = 2	C = 1	D = 3	E = 0.0	F = 0	G = 4	H = -14	I = 1	J = 9

C#CCOC(=O)c1ccccc1C(=O)OCC#C
  A = 2	B = 4	C = 0	D = -7	E = -1.5	F = -1	G = 3	H = 2	I = 3	J = 2

O=C(O)c1cc(NN=Nc2ccc(Br)cc2)cc([N+](=O)[O-])c1
  A = -3	B = -5	C = 68*	D = -10	E = -1.3	F = 43*	G = 17	H = -6	I = -8	J = 15

O=C(Nc1cccc(C(F)(F)F)c1)c1ccco1
  A = 2	B = -6	C = -4	D = 7	E = 1.2	F = 6	G = 2	H = 1	I = -4	J = 7

CCc1c(SCCC(=O)O)nc2ccccc2c1C
  A = -4	B = 6	C = 0	D = 0	E = 5.6	F = 6	G = 2	H = -2	I = -1	J = -1

CC(C)c1ccc(NC(=O)CSc2nc(=O)n(CCCN3CCOCC3)c3c2CCC3)cc1
  A = -3	B = -4	C = 1	D = -1	E = -0.5	F = 1	G = -4	H = -3	I = 1	J = 6

CC12CCC(C)(c3nc4ccccc4nc31)C2(C)C
  A = 0	B = 1	C = 0	D = 3	E = 0.6	F = -6	G = -2	H = -1	I = 5	J = -2

CCC/C(=N\NC(=O)CNC(=O)/C=C/c1ccco1)c1ccccc1
  A = -1	B = -4	C = -10	D = -9	E = 0.5	F = 0	G = -2	H = -3	I = 5	J = -6
